FXIa inh – human FXIa protease inhibitors, primary screen, biochemical, single compound per well. 33,000 tested, 0.3% active. Coagulation factor XI (Homo sapiens), P03951. purified human FXIa, fluorogenic AMC substrate cleavage. inhibition, % at 10 µM. AID 687, 2007;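 active means inhibition above 40% in the primary screen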;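 further: 0% = enzyme without compound and 100% = blank wells lacking enzyme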
Target sequence (P03951 19-387 limits assumed): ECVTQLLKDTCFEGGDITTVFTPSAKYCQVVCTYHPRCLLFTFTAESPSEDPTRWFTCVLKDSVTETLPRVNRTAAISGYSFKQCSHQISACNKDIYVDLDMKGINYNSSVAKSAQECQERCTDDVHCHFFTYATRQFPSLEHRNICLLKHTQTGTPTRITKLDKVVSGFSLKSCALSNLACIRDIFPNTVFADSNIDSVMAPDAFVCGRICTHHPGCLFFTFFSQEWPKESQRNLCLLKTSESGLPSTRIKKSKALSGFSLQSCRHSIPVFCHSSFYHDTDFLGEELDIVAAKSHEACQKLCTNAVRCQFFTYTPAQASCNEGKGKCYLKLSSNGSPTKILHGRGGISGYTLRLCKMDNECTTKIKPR
Target sequence (P03951 388-625 limits assumed): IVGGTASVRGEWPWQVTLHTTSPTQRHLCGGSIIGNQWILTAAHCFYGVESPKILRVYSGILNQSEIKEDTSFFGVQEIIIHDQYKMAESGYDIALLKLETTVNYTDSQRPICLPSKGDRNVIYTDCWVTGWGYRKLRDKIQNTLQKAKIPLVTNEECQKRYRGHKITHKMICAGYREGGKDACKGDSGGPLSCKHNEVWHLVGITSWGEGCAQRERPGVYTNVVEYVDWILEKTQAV
FXIIa single – human FXIIa protease inhibitors, primary screen, biochemical, single well; inhibition, % at 10 µM; Coagulation factor XII (Homo sapiens), P00748; purified human FXIIa, AMC substrate fluorescence, 2 h; 33,000 tested, 0.2% active; AID 701, 2007; in the data active means inhibition above about 30%;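 further: 0% = enzyme with vehicle only and 100% = no enzyme blank; many of its hits are not listed in these tables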
* = called active by the depositor.

SMILES | FXIa inh | FXIIa single
O=C(CSCc1ccc(Cl)cc1)NCc1ccc2c(c1)OCO2 | -4.3 | 1.9
O=C(NCc1cccs1)C1CCN(c2nccs2)CC1 | -3.4 | 5.7
N#CC1=C(O)C(c2ccccc2)n2c1nc(=O)c1ccccc12 (stereo unspecified) | -5.6 | 1.0
Cc1ccc(C2NC(=S)NC3=C2N2CCC3CC2)cc1 (stereo unspecified) | 4.4 | 3.8
O=C(COC(=O)c1cccc(S(=O)(=O)N2CCc3ccccc32)c1)NC1CCS(=O)(=O)C1 (stereo unspecified) | -3.8 | 4.2
COC(=O)c1ccc(Cn2c(C)cc(C)[n+]2C)o1 | 4.5 | 2.8
C1CN(CC23CC4CC(CC(C4)C2)C3)CCO1 | -4.5 | 2.0
COC(=O)[C@H](C)NC(=O)NC1CCN(Cc2ccccc2)CC1 | -1.9 | 3.9
CCOC(=O)N1CCC(NC(=O)C2CCN(C(=O)N3CCOc4ccccc43)CC2)CC1 | -2.2 | 5.3
CCOc1ccccc1N1CC(C(=O)N2CCc3ccccc32)CC1=O (stereo unspecified) | 21.5 | -16.4
CC(C)(C)c1ccc(-c2nnc(SCCN3C(=O)c4ccccc4C3=O)o2)cc1 | 4.4 | 8.7
CC(NC(=O)CSc1ncnc2nc[nH]c12)c1ccccc1 (stereo unspecified) | 0.5 | 2.0
Oc1ccccc1CNc1ncc(Br)cc1Br | -10.8 | 4.9
COc1ccc(N=C(N(C)C)P(=O)(N(C)C)N(C)C)cc1 | 6.5 | 2.5
O=C(O)c1ccc(C(=O)O)c(C(=O)c2ccccc2)c1 | -3.4 | -3.8
COc1ccc(OC(C)C(=O)N2CCC(C)CC2)cc1 (stereo unspecified) | -6.7 | 4.0
CC(C)CC(OC(=O)c1nsc(Cl)c1Cl)C(=O)NCc1cccs1 (stereo unspecified) | -2.3 | -1.8
CC(=O)NCCn1c(SCc2ccc(C)cc2C)nc2ccccc2c1=O | -7.6 | 0.2
N#CCCCSc1nnc(Cc2ccc3c(c2)OCO3)o1 | -0.5 | 0.8
O=C(NC1(C(F)(F)F)C(=O)Nc2c1c(=O)[nH]c(=O)n2Cc1ccccc1)c1ccc(Cl)cc1Cl (stereo unspecified) | -6.0 | 5.4
N#CC1=C(N)C(C#N)(C#N)C2(C(=O)Nc3ccccc32)C2CCCC=C12 (stereo unspecified) | 2.5 | -17.2
c1ccc(COc2ccc(OCCCNC3CCCC3)cc2)cc1 | -6.7 | 2.2
CCc1nccn1S(=O)(=O)c1cc(Br)ccc1OC | -0.5 | 2.7
Brc1ccc(OCc2nc(-c3ccccn3)n[nH]2)cc1 | -4.2 | 4.4
Cc1ccnc(NC(=O)c2ccccc2NC(=O)C(C)(C)C)c1 | -3.3 | 3.7
O=C(Oc1ccc2c(c1)OCO2)c1ccc(Br)c(S(=O)(=O)N2CCOCC2)c1 | 3.2 | 3.6
NCC12CC3CC(CC(O)(C3)C1)C2 | 12.0 | 3.0
Nc1nnc(SCC(=O)c2ccc3ccccc3c2)s1 | -1.8 | 3.6
COc1ccc(S(=O)(=O)N2CCC(C(=O)N3CCc4ccccc4C3)CC2)cc1C | -2.1 | 4.6
CC(C)c1ccccc1-n1c(SCC(=O)N2CCN(c3ccccc3)CC2)nnc1-c1cccnc1 | -6.4 | 5.5
Cc1ccoc1C(=O)Nc1ccc(CC(=O)O)cc1 | -9.7 | 7.4
CC1CCCC(NC(=O)COC(=O)c2ccc3ccccc3n2)C1C (stereo unspecified) | 22.6 | -8.6
CCC(C)Sc1nc2ccccc2n1CC(=O)O (stereo unspecified) | -6.2 | 4.7
CCOC(=O)C(CCCOc1ccc(C)cc1)C(=O)OCC | 8.6 | 7.3
O=c1sc2ccccc2n1CCOc1ccccc1 | -3.2 | 2.8
O=S(=O)(c1ccc(S(=O)(=O)N(Cc2ccccc2)Cc2ccco2)cc1)N1CCCC1 | 2.4 | 6.9

3 structures from above, ordered by SMILES length, largest number first:
SMILES | FXIa inh | FXIIa single
COc1ccc(S(=O)(=O)N2CCC(C(=O)N3CCc4ccccc4C3)CC2)cc1C | -2.1 | 4.6
CC1CCCC(NC(=O)COC(=O)c2ccc3ccccc3n2)C1C (stereo unspecified) | 22.6 | -8.6
Nc1nnc(SCC(=O)c2ccc3ccccc3c2)s1 | -1.8 | 3.6

The list continues.
SMILES | FXIa inh | FXIIa single
COc1oc(-c2ccccc2)nc1C(F)(F)F | 4.9 | 2.9
CCC(C)N1CCCC1C(=O)Nc1c(C)cc(C)cc1C (stereo unspecified) | -6.8 | -1.3
O=C(NCc1ccc(Cl)cc1)c1cc(=O)nc2sc(-c3ccccc3)nn12 | -4.6 | 14.1
CS(=O)(=O)N(CC(=O)NC1CCCCC1)Cc1ccc(Cl)cc1 | 9.1 | 5.1
CC(NC(=O)Cc1cccs1)C(c1cccs1)N1CCOCC1 (stereo unspecified) | -1.4 | 1.0
O=C(COc1ccc(Cl)cc1)NCc1nnc(SCC(=O)c2ccccc2)o1 | -3.9 | 4.4
Cc1nc2nc3c(cn2n1)C(=O)CCC3 | 27.6 | 2.4
O=C(NCc1cccs1)Nc1ccc2c(c1)OCO2 | -5.2 | 2.5
CCSc1cc(C)nc2c(-c3ccccc3)c(C)nn12 | 30.4 | 3.8
C=CCNc1sc(C(=O)c2ccccc2)c(N)c1-c1nc2ccccc2s1 | -5.9 | 7.8
O=C(Nc1ccc2c(c1)OCO2)C1CCCN1C(=O)Nc1ccccc1F (stereo unspecified) | -5.1 | 6.2
CC(OC(=O)Cn1c(C(F)(F)F)nc2ccccc21)C(N)=O (stereo unspecified) | 5.0 | 3.9
CSc1nc2ccc(NC(=O)C3CC(=O)N(Cc4ccccc4)C3)cc2s1 (stereo unspecified) | -6.4 | 3.3
CCCN(CC1CC1)C(=O)Nc1ccccc1C | -2.1 | 0.9
O=C(O)CCCNS(=O)(=O)c1cccc2nsnc12 | -6.1 | 3.5
O=C(CCc1ccccc1)NC(NC(=S)Nc1ccc(Br)cc1)C(Cl)(Cl)Cl (stereo unspecified) | 8.7 | 9.6
COc1cc(OC)cc(-c2cc3nc4c(c(N5CCN(c6ncccn6)CC5)n3n2)CCCC4)c1 | -1.8 | 4.4
O=C(Cn1nnc(-c2cccs2)n1)N1c2ccccc2Sc2ccc(C(F)(F)F)cc21 | -2.4 | 6.0
COC(=O)c1ccc(Oc2nc(NC(C)C)nc(N(C)C)n2)cc1 | 2.9 | 28.4
CCC(C)N(NC(C)=O)c1nc(Cl)nc(NC(C)(C)C)n1 (stereo unspecified) | -0.2 | 3.9
c1ccc(OCc2nn3c(-c4cccnc4)nnc3s2)cc1 | -0.1 | 9.3
CC(C)COc1ccccc1C(=O)NC(CO)C(=O)O (stereo unspecified) | 27.9 | 5.0
O=C(OCn1nnc2ccccc2c1=O)c1ccco1 | 6.5 | 5.1
S=c1nn[nH]n1C12CC3CC(CC(C3)C1)C2 | 23.2 | -17.6

Next part (2 carried over from the part before).
SMILES | FXIa inh | FXIIa single
O=C(OCn1nnc2ccccc2c1=O)c1ccco1 | 6.5 | 5.1
S=c1nn[nH]n1C12CC3CC(CC(C3)C1)C2 | 23.2 | -17.6
CCN(CC)C(=O)COC(=O)c1ccc(O)cc1 | 4.2 | 11.2
Clc1ccccc1CSc1nnc(-c2ccccn2)n1Cc1ccco1 | -2.6 | -2.2
Cc1noc(C)c1C(=O)OCC(=O)Nc1cc(Cl)ccc1Oc1ccccc1 | -10.6 | 8.9
CCOC(=O)c1c(NC(=O)CSc2nnnn2-c2ccc(OC)cc2)sc(C)c1C | -5.5 | 3.5
NC(=S)N/N=C\c1ccc(-c2cccc(Cl)c2Cl)o1 | 5.8 | 9.3
COc1ccccc1-c1noc(-c2cccs2)n1 | 9.7 | 6.1
O=C(OCC(=O)N1CCN(C(=O)c2ccco2)CC1)c1cc(-c2ccco2)nc2ccccc12 | -5.1 | -0.2
CCOC(=O)N1CCN(C(=O)CCN2C(=O)COc3ccccc32)CC1 | -4.0 | -16.0
CCCn1nnc(NC(=O)c2cccc(OCC)c2)n1 | -1.6 | 3.1
CCOC(=O)C(Sc1nn(C)c(=S)s1)C(C)=O (stereo unspecified) | -0.7 | 7.6
CCOC(=O)Cc1c(C)nc2cc(-c3ccc(C)cc3)[nH]n2c1=O | 4.4 | 5.5
C/C(Nc1ccc(Cl)cc1)=C(/C#N)C(N)=O | -3.6 | 9.9
O=c1oc2c3c4c(cc2s1)CCCN4CCC3 | -12.7 | -8.4
Cc1cc(C)n2nc(C(=O)Nc3nnc(C4CC4)s3)nc2n1 | 2.2 | 10.2
CCCCNC(=O)C1CCN(S(=O)(=O)c2c(C)noc2/C=C\c2ccc(OC)cc2)CC1 | 3.7 | 5.2
CCCNc1cc(C)oc(=O)c1C(=O)CCC | -1.3 | -2.2
Cc1cc(C(=O)Nc2sc3c(c2C#N)CCC3)no1 | 2.9 | 4.6
COc1ccc(CN(C)C2CCCCC2)c(C)c1C | -10.6 | 6.2
c1cnc(SCCOc2cccc3ccccc23)nc1 | -3.8 | 4.0
COC(=O)C(NC(=O)c1ccccc1)(Nc1nccs1)C(F)(F)F (stereo unspecified) | -9.8 | 0.8
CNC(=S)N/N=C1\C(=O)c2cccc3cccc1c23 | 7.7 | 7.9
CCN(CC)c1nc(OCCNC(=O)Nc2ccccc2)nc(N(CC)CC)n1 | -9.3 | 0.3
COCC(C)n1c(C)cc(C(=O)CN2C(=O)NC(Cc3c[nH]c4ccccc34)C2=O)c1C (stereo unspecified) | -3.4 | 25.8
CC(C)(C)NC(=O)c1ccc2nccnc2c1 | 0.1 | 2.3
Cc1ccccc1NC1=CC(=O)CC(C)(C)C1 | 0.3 | 6.9
COCCNc1oc(-c2ccc(Cl)cc2)nc1C#N | -2.7 | -4.6
CCCCCCNCCn1cnc2c(N)ncnc21 | -5.5 | -3.7
CCOc1ccc(C(=O)Nc2ccccc2N2CCCC2)cc1 | 2.6 | 4.2
COc1cccc(C(=O)NCC2CCN(c3ccc(S(=O)(=O)N4CCOCC4)cc3)CC2)c1 | 1.9 | 4.8
Cc1cc(C(=O)OCCN2C(=O)c3ccccc3C2=O)c2ccccc2n1 | -9.2 | -3.0
CN(C)c1ccc(C(=O)OCc2ccccc2)cc1 | 18.3 | -11.6
CCc1nc(-c2ccc(C)nc2OC)no1 | -4.7 | 5.7
O=C1CC(C(=O)NCc2ccccc2)N=C(N2CCCCC2)N1 (stereo unspecified) | -3.3 | 1.6
CCOc1ccc(NS(=O)(=O)c2ccc3c(c2)CCN3C(=O)C2CCC2)cc1 | 16.9 | -4.3
O=C(NCc1ccc2c(c1)OCO2)C1CCC(CNS(=O)(=O)c2ccc(Cl)cc2)CC1 (stereo unspecified) | 9.7 | 3.1
CCOC(=O)CN1C(=O)C(=O)c2cc(C)ccc21 | 5.4 | 2.5

Single records, as listed above.
Entry for CCOC(=O)CN1C(=O)C(=O)c2cc(C)ccc21 = FXIa inh = 5.4; FXIIa single = 2.5
Entry for Cc1ccccc1NC1=CC(=O)CC(C)(C)C1 = FXIa inh = 0.3; FXIIa single = 6.9
Entry for CN(C)c1ccc(C(=O)OCc2ccccc2)cc1 = FXIa inh = 18.3; FXIIa single = -11.6

More structures.
SMILES | FXIa inh | FXIIa single
Nc1c(C(=O)NCc2ccco2)nnn1CC(=O)Nc1ccccc1 | 2.5 | 3.7
Clc1ccccc1CSc1nc2ccncc2[nH]1 | 4.3 | 2.7
CCCCNC(=O)C1CCCN1C(=O)Nc1cccc(OC)c1 (stereo unspecified) | 3.0 | 12.6
Cc1ccc(NC2=NCC(=O)N2CCc2ccccc2)cc1C | 1.0 | 3.8
Cn1nc(CC(=O)N2CCN(c3ccccc3)CC2)c2ccccc2c1=O | 1.3 | 3.3
CC(=O)N(C(C)=O)C1=C(C#N)C2(CCCCC2)Cc2ccccc21 | 24.9 | -14.5
CC1=CC(C)(C)N(C(=O)c2ccccc2)c2ccc(C)cc21 | -15.1 | 1.3
Cc1cc(C)n2nc(C(=O)Nc3ccc(N4CCOCC4)cc3)nc2n1 | -3.0 | 6.3
O=c1[nH]c(N2CCN(c3ccccc3)CC2)nc2c1CCCC2 | -5.8 | 3.1

Screens from PubChem BioAssay.

The list is partial; rates above refer to the full screens.
